TSHR antag: antagonists of human thyroid stimulating hormone receptor. AID 504810. P16473. TSHR-expressing cells, TSH-stimulated cAMP HTRF, 2 h; stronger effect = lower value. activity change, negative = inhibition, % at 11.5 µM. 0.2% of 330,000 active;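 active means activity change below a set negative limit, meaning inhibition stronger than a set level, cut at about -70% in these data; inconclusive means activity change between two set negative limits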; further: on the % scale 0 is the no-effect control and ±100 the full control effect
Target sequence (P16473 whole entry, looked up): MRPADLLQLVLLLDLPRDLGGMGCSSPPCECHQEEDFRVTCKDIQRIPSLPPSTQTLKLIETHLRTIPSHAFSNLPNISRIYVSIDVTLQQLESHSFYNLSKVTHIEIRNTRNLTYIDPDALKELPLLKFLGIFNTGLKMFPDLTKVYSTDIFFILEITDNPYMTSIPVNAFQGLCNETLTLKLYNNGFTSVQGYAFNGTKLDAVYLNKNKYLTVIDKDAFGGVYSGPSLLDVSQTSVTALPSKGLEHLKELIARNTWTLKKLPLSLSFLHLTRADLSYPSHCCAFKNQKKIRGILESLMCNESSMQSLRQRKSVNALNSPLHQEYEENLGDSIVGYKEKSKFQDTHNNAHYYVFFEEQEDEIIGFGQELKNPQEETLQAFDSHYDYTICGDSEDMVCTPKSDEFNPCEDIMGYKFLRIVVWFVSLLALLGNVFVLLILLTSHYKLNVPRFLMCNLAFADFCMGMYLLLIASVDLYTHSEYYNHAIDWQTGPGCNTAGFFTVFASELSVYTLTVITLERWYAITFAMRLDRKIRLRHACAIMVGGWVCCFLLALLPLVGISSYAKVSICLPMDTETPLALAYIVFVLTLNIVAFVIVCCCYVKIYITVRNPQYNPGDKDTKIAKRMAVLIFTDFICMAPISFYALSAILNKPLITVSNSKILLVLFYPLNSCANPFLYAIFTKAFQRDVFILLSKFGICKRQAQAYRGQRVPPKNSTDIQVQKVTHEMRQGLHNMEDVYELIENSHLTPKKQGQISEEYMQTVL
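Inhibition of cAMP made by TSHR-expressing cells under TSH stimulation (4nM final, EC80; 2 h, 37 deg C) is quantified with a one-step lysis HTRF kit, anti-cAMP cryptate versus cAMP-d2.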
MBNL1-CUG inh: MBNL1-poly(CUG) RNA binding inhibition. TR-FRET MBNL1-His/biotin-(CUG)12 binding, 665/545 ratio. Potency, µM (highest dose often 57.5 µM), for the others: top-dose activity change, negative = inhibition, actives largely listed as inhibitors. 0.036% of 280,000 active. AID 2675; active means well fitted inhibition curve with a large enough effect in the signal ratio, with a control signal flat, not every such curve was filed as active; inconclusive means small, poorly fitted or top-dose-only effect, or effect the other way, or a change in a side signal; inactive means no such curve, though single readings can be large or run the other way; the % refers to the signal ratio; further: potency means the concentration at half of the fitted maximal effect; on the % scale 0 is the no-effect control and ±100 the full control effect
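TR-FRET between His-tagged MBNL1 and biotin-(CUG)12 RNA, detected with Tb anti-His antibody (0.055 ng/ul) and streptavidin-XL665 (5 nM), 60 min at room temperature. Compounds titrated 92 nM to 58 uM; 665/545 nm ratio normalized to buffer and complex controls.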
AT treatment: candidate therapy for ataxia-telangiectasia; […] A-T fibroblasts, KAP-1 phosphorylation AlphaLISA; neocarzinostatin DNA damage 30 min before lysis; Potency, µM (top dose mostly 57.5 µM), for the others: top-dose activation, most hits filed as activators; 0.19% of 320,000 active; AID 485349; further: potency means the concentration at half of the fitted maximal effect; % of control where 0% means no effect; nearly all actives have a fitted effect of over 45% in size
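ATM-like activity read as KAP-1 phosphorylation via AlphaLISA donor/acceptor antibody pairs after lysis and 6 hr at 25C. Cells were ATM-null patient fibroblasts ([…], hTERT), dosed 60 min, then exposed to the DSB inducer NCS for 30 min.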
Mito fusion yeast: mitochondrial division inhibition or fusion activation; Potency, µM (highest dose often 46.1 µM), for the others: at the top dose growth rescue (activation), usual class: activators; 0.23% of 320,000 active; S. cerevisiae fusion-defective mutant growth rescue, CellTiterGlo 48 h;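 further: potency means the concentration at half of the fitted maximal effect; % of control where 0% means no effect; nearly all actives have a fitted effect of over 45% in size; temperature-sensitive fusion mutants such as fzo1-1 at 37 °C on non-fermentable ethanol glycerol medium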
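Read-out: ATP-based luminescence (CellTiterGlo, 10 min ambient) reporting growth of fusion-defective ts yeast after 48 hours at 37C on glycerol/ethanol YPEG medium in the presence of compound.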
CXXC DNA block: MLL CXXC-DNA interaction inhibition. Q03164. MLL-CXXC / FITC-HOXA9 DNA fluorescence polarization. Potency, µM (doses to about 115 µM), for the others: at the highest dose activity change, negative = inhibition, actives largely listed as inhibitors. 0.037% of 290,000 active. AID 2662; active means well fitted inhibition curve with a large enough effect in the polarisation, with a control signal flat, not every such curve was filed as active; inconclusive means small, poorly fitted or top-dose-only effect, or effect the other way, or a change in a side signal; inactive means no such curve, though single readings can be large or run the other way; the % refers to the polarisation; further: potency means the concentration at half of the fitted maximal effect
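Steps: dispense CXXC domain solution (7 uM) → pin compounds or unlabeled HOX-A9 DNA control → 5 min ambient → add FLSN-HOX-A9 solution (50 nM) → spin → 30 min ambient → fluorescence polarization. Tris pH 7.5/NaCl/DTT/BSA buffer.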
TSG101-PTAP inh: blocks PTAP/TSG101 interaction to inhibit HIV-1 budding | AID 493005 | Q99816 | 340,000 tested, under 10 active | Fluorescence polarization, FITC-PTAP peptide / Tsg101 binding | Potency, µM (series often up to 115 µM), without a hit: at the highest dose activity change, negative = inhibition, most hits filed as inhibitors; active means well fitted inhibition curve with a large enough effect in the main read-out, with a control signal flat, not every such curve was filed as active; inconclusive means small, poorly fitted or top-dose-only effect, or effect the other way, or a change in a side signal; inactive means no such curve, though single readings can be large or run the other way; further: potency means the concentration at half of the fitted maximal effect; % of control where 0% means no effect
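FP read-out: FITC-PTAP peptide, 50 nM final, binding Tsg101 binding domain, 10 uM final; 20 min, r.t.; 10 mM HEPES pH 7.5, 0.15 M NaCl, 0.01% Tween 20, 3 mM EDTA, 0.1 mM TCEP.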
ASM inhibitor: blocks human secretory acid sphingomyelinase; P17405; placental ASM, HMU-PC fluorogenic substrate, 60 min; Potency, µM (highest dose often 57.5 µM), for the others: at the highest dose activity change, negative = inhibition, most hits filed as inhibitors; 0.006% of 340,000 active; AID 504937; further: potency means the concentration at half of the fitted maximal effect
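Fluorogenic HMU-PC substrate (9 uM final) is turned over by placental ASM in 60 min at 37 C after a 10 min compound preincubation. Reaction ended by alkaline stop (pH 10), with fluorescence read at 386/447 nm.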
Menin-MLL TR inh: menin-MLL binding inhibition, Texas Red mutant peptide. Menin + Texas Red MLL mutant peptide, fluorescence polarization. 0.23% of 270,000 active. O00255. Potency, µM (series often up to 61.6 µM), for the others: top-dose FP activity change, negative = inhibition, hits mostly inhibitors; active means well fitted inhibition curve with a large enough effect in the polarisation, with a control signal flat, not every such curve was filed as active; inconclusive means small, poorly fitted or top-dose-only effect, or effect the other way, or a change in a side signal; inactive means no such curve, though single readings can be large or run the other way; the % refers to the polarisation; further: potency means the concentration at half of the fitted maximal effect; % of control where 0% means no effect; many of its hits are not listed in these tables
Integrin act MD: activators of alpha7 integrin expression for muscular dystrophy | Potency, µM (series often up to 38.3 µM), for inactives: at the highest dose activation, hits mostly activators | alpha7betagal myoblasts, beta-gal FDG fluorescence, 48 h | 0.064% of 350,000 active;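 further: potency means the concentration at half of the fitted maximal effect; 100% = response of the positive control SU9516; nearly all actives have a fitted effect of over 60% in size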
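Alpha7betagal+/- myoblasts (passage 13) were plated 16-24 hr, then exposed to compounds (1:260 dilution of DMSO stock) for 48 hours at 37C. After MPER lysis, β-galactosidase reporter activity was read as FDG fluorescence (ex 480/em 540) after 30 minutes.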
TCR activator: T cell receptor activation; primary human leukocytes, anti-CD3, IL-2 HTRF, 48 h; Potency, µM (series often up to 9.22 µM), without a hit: top-dose activation of IL-2 secretion, usual class: activators; 330,000 tested, under 10 active; further: % of control where 0% means no effect
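TCR engagement came from a-CD3 beads alone, with compounds added to primary human leukocytes for 48 hr. Secreted IL-2 bridged europium cryptate- and d2-labelled anti-IL-2 antibodies, giving FRET emission at 665nm after 320nm excitation.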
Active calls of the source: *; u = inconclusive; x = not tested or not shown; [ ] = remark or other dose. Unless noted, the call rests on the fitted dose curve; in most records, active means well fitted curve in the direction sought with a large enough effect; inconclusive means small, poorly fitted or top-dose-only effect, or another doubt; inactive means no such curve, though single readings can be large; an effect the other way counts as inactive or inconclusive. A portion of the library, so the mix of outcomes need not match the whole.

Compound	TSHR antag	MBNL1-CUG inh	AT treatment	Mito fusion yeast	CXXC DNA block	TSG101-PTAP inh	ASM inhibitor	Menin-MLL TR inh	Integrin act MD	TCR activator
Cc1cc(C)nc(SCc2nnc(SCC(=O)Nc3cc(C(F)(F)F)ccc3Cl)o2)n1	13	13%	5%	-3%	-5%	-5%	-4%	25%	9%	3%
Cc1cc(C)nc(SCC(=O)Nc2ncc(C(F)(F)F)cc2Cl)n1	2	-7%	-2%	-4%	u	0%	12%	-5%	-17%	2%[46.1 µM]
COc1cccc2cc(/C(=N/O)c3ccccc3)oc12	-6	-3%	0%	13%	-6%	-3%	-7%	1%	0%	-15%
COc1ccc(OC)c(NC(=O)c2cc(-c3c(C)cc(C)cc3O)n[nH]2)c1	-4	3%	-3%	-2%	22%	-6%	7%	u	5%	10%
CCC(c1nnc(SCC(=O)Nc2cccc(S(N)(=O)=O)c2)n1-c1ccc(OC)cc1)N(C)C (centres undefined)	-4	-4%	2%	-3%	5%	-3%	0%	1%	0%	1%
C=CCC1=C/C(=C\c2c(N)n3nc(CC(=O)N4CCCC4)sc3nc2=O)C=C(OC)C1=O	16	u	15%	-3%	u	-8%	-1%	x	6%	0%
COC(=O)C1=C(C)N(Cc2ccccc2)C(=NCc2ccco2)N[C@H]1c1ccc(Br)cc1	x	-7%	x	-17%	u	x	x	-23%	x	x
Cc1nc(SCC(=O)Nc2ccc(S(=O)(=O)N3CCOCC3)cc2)c2c(C)c(C)sc2n1	-3	x	9%	x	x	3%	-15%	x	-26%	0%
COc1ccc(Oc2cc(C(F)(F)F)cnc2C(N)=O)cc1	-11	-2%	3%	-1%	3%	0%	-3%	11%	7%	3%
Cc1nc(COC(=O)c2c(C)nn(-c3ccccc3)c2C)cs1	-14	-12%	3%	10%	-2%	2%	-3%	-9%	11%	3%
CC1C=CC(C)C(C(=O)O)C1C(=O)O (centres undefined)	-4	0%	2%	-2%	20%	-4%	6%	-3%	13%	0%
CCOC(=O)[C@H]1[C@H]2COc3ccc(Cl)cc3[C@@H]2N2C(=O)c3cc(Cl)ccc3NC(=O)[C@@]12C	-16	x	19%	u	x	-5%	-6%	x	-11%	-7%

Other records follow:
Compound	TSHR antag	MBNL1-CUG inh	AT treatment	Mito fusion yeast	CXXC DNA block	TSG101-PTAP inh	ASM inhibitor	Menin-MLL TR inh	Integrin act MD	TCR activator
NC(=O)NC(=O)COC(=O)c1ccc(OC(F)F)cc1	3	-4%	0%	-1%	3%	-3%	0%	1%	-24%	7%
CC1CCN(C(=O)c2ccc(COc3ccccc3Cl)o2)CC1	9	1%	-2%	3%	-5%	-1%	-2%	-1%	-28%	4%
CCn1c2ccccc2c2cc(NC(=O)c3ccccc3-c3ccccc3C(=O)O)ccc21	-5	-10%	16%	-2%	31%[activator]	-13%	9%	u	-17%	4%
COc1cc(Cl)c(NS(=O)(=O)c2ccc(-c3ccc(=O)[nH]n3)o2)c(OC)c1	0	18%	4%	0%	-5%	2%	3%	x	u	-1%
Cc1ccc(NC(=O)Cn2ncn3c(cc4ccccc43)c2=O)cc1F	0	-6%	8%	6%	-2%	-2%	-10%	35%[activator]	26%	3%
O=C(CSc1nnc(CNC(=O)c2ccccc2)o1)NCc1ccco1	10	4%	-6%	2%	19%	-1%	2%	x	0%	3%
CC(Cc1ccsc1)NC(=O)CCc1nnc(COc2ccccc2)o1 (centres undefined)	11	-9%	4%[11.5 µM]	-1%	-9%	-2%	3%	7%	-20%	3%
CCOC(=O)c1sc2nc(-c3ccco3)c3c(c2c1N)CC(C)(C)OC3	8	31%[activator]	7%	9%	-4%	-2%	89%[activator]	u	0%	1%
C(=N\Nc1nc(N2CCCC2)nc(N2CCCC2)n1)/c1ccccc1OCc1ccccc1	13	-3%	3%	-4%	9%	1%	-7%	-4%	10%	1%
O=C(/C=C/Nc1ccc([N+](=O)[O-])cc1)c1ccc(Br)cc1	-10	-3%	-5%	2%	22%	-1%	15%	14%	-8%	4%[46.1 µM]
C=CCN(CC=C)C(=O)Nc1cc(Cl)ccc1OC	1	-3%	9%	12%	-8%	-6%	-2%	1%	-12%[7.66 µM]	6%
CCN1CCN(C(=O)NC(c2ccc(C)c(F)c2)C(Cl)Cl)CC1 (centres undefined)	5	-2%	-8%	4%	1%	0%	1%	-2%	19%	-2%

Continued:
Compound	TSHR antag	MBNL1-CUG inh	AT treatment	Mito fusion yeast	CXXC DNA block	TSG101-PTAP inh	ASM inhibitor	Menin-MLL TR inh	Integrin act MD	TCR activator
O=C(Cc1cccs1)N1CCN(c2nc(-c3ccc(Cl)cc3)cs2)CC1	-16	11%	2%	9%	-6%	0%	-23%	2%	-33%	0%
NNC(=S)Nc1ccc(C(F)(F)F)cc1Cl	4	3%	1%	-5%	-5%	0%	2%	x	4%	-5%
CC(C)Sc1nc2ccc(Br)cc2[nH]1	-11	5%	-1%[11.5 µM]	-3%	-9%	0%	2%	2%	u	x
CCOC(=O)c1c(C)[nH]c(N=Nc2cc(C(=O)O)cc(C(=O)O)c2)c1C	4	u	-1%	10%	1%	-4%	5%	x	1%	3%
CC(C)(C)c1ccc(-c2noc(CCC(N)=O)n2)cc1	10	-4%	6%	4%	-3%	-1%	-1%	4%	-16%	3%
COc1ccccc1NC(=O)c1sc2ncn(Cc3cccc4ccccc34)c(=O)c2c1C	44	-11%	6%	-4%	-6%	6%	-4%	1%	16%	-3%[46.1 µM]
CC1CCN(C(=O)Cn2c(=O)c3cccn3c3ccccc32)CC1	-1	6%	5%	-1%	29%	-5%	6%	x	-21%	10%
Cc1noc(C)c1C(=O)Nc1nc2ccc(F)cc2s1	50	x	5%	8%	x	0%	-3%	x	31%	-1%
O=C(Nc1cccc(Cl)c1)N(CCN1CCOCC1)Cc1cccc(Cl)c1	-6	2%	-1%	25%	19%	-6%	-1%	-9%	7%	9%
CS(=O)(=O)n1nc(NCc2cccs2)nc1NCc1cccs1	2	3%	1%	9%	0%	-1%	1%	2%	-11%	-11%
COCCN1CCN(Cc2cn(C)nc2-c2cccc(Cl)c2)CC1	-3	-3%	0%	-4%	-3%	-3%	2%	11%	-15%	5%
Cn1c(CN2CCN(C(=O)c3ccco3)CC2)nc2cc([N+](=O)[O-])ccc21	-6	u	3%	-1%	4%	-7%	0%	x	0%	-3%

Four records drawn at random from those above:
Compound	TSHR antag	MBNL1-CUG inh	AT treatment	Mito fusion yeast	CXXC DNA block	TSG101-PTAP inh	ASM inhibitor	Menin-MLL TR inh	Integrin act MD	TCR activator
COc1ccccc1NC(=O)c1sc2ncn(Cc3cccc4ccccc34)c(=O)c2c1C	44	-11%	6%	-4%	-6%	6%	-4%	1%	16%	-3%[46.1 µM]
CC1CCN(C(=O)Cn2c(=O)c3cccn3c3ccccc32)CC1	-1	6%	5%	-1%	29%	-5%	6%	x	-21%	10%
O=C(Nc1cccc(Cl)c1)N(CCN1CCOCC1)Cc1cccc(Cl)c1	-6	2%	-1%	25%	19%	-6%	-1%	-9%	7%	9%
CC(C)(C)c1ccc(-c2noc(CCC(N)=O)n2)cc1	10	-4%	6%	4%	-3%	-1%	-1%	4%	-16%	3%

Additional entries:
Compound	TSHR antag	MBNL1-CUG inh	AT treatment	Mito fusion yeast	CXXC DNA block	TSG101-PTAP inh	ASM inhibitor	Menin-MLL TR inh	Integrin act MD	TCR activator
CC(Nc1nc(-c2ccncc2)nc2ccccc12)c1ccccc1 (centres undefined)	19	-9%	8%	20%	1%	-4%	-6%	29%	0%	-2%
Cc1cccc(/N=C/c2c(O)n(Cc3ccc4c(c3)OCO4)c(=O)c3ccccc23)n1	-6	-2%	0%	3%	-2%	-2%	1%	-22%	9%	0%
CCc1c(C)nc2ncnn2c1Nc1ccc(C#N)c(Cl)c1	19	u	12%	-1%	-12%	-5%	-6%	2%	-3%[7.66 µM]	-12%
O=C(C1CCN(C2CCN(Cc3ccsc3)CC2)CC1)N1CCOCC1	6	-5%	10%	-1%	5%	-2%	3%	x	-16%	8%
Clc1ccc(/C=N/NC2=Nc3cccc4cccc2c34)cc1	-1	0%	-5%	1%	14%	-1%	-8%	u	-25%	-1%[46.1 µM]
Cc1ccc(C)c(COC(=O)CCN=C2NS(=O)(=O)c3ccccc32)c1	-12	x	1%	0%	x	-2%	-1%	x	-5%	-13%
O=C(Nc1ccccc1F)NC1CCCCCCC1	-11	5%	3%	5%	u	-9%	-1%	9%	18%	-2%
